# High-throughput results (PubChem BioAssay)
# OX1R antag = OX1R (human) antagonism. O43613. OX1R-expressing cells, FRET antagonist read-out. inhibition, % at 6.6 µM. 330,000 tested, 1.8% active; in the data active means inhibition mostly above about 38%, no sharp cut-off; inactive means mostly below about 40%;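 further: 0% = agonist challenge alone and 100% = reference antagonist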
# Target sequence (O43613 whole entry, looked up): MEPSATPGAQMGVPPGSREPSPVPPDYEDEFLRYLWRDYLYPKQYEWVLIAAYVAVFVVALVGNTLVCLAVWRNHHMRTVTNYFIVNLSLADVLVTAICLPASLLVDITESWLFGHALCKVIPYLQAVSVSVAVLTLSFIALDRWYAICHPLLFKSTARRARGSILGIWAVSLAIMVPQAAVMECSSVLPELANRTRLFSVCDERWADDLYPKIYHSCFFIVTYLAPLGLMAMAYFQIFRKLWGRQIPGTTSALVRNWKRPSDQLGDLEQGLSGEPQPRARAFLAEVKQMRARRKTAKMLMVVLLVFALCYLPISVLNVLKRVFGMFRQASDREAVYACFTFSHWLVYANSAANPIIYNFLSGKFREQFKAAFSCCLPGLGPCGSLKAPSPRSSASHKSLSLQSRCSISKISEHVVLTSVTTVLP
# KCNQ2 block = KCNQ2 channel blockers in CHO-K1 cells – cell-based, FluxOR thallium flux, B-score, primary screen (AID 2156); 20 min; active compounds read low; B-score at 10 µM; 310,000 tested, 1.1% active;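 active means fluorescence ratio B-score at most minus 3 library SDs, with starting brightness B-score within 2 library SDs, cut at about -5.5 in these data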
# STK33 kinase inh = blocks human STK33 kinase activity; inhibition, % at 10 µM; Q9BYT3; purified STK33, MBP phosphorylation, ADP-Glo luminescence; 320,000 tested, 0.073% active;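 active means inhibition at or above 25%, using the most active replicate where run in duplicate; inactive means inhibition below 25%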
# Target sequence (Q9BYT3 whole entry, looked up): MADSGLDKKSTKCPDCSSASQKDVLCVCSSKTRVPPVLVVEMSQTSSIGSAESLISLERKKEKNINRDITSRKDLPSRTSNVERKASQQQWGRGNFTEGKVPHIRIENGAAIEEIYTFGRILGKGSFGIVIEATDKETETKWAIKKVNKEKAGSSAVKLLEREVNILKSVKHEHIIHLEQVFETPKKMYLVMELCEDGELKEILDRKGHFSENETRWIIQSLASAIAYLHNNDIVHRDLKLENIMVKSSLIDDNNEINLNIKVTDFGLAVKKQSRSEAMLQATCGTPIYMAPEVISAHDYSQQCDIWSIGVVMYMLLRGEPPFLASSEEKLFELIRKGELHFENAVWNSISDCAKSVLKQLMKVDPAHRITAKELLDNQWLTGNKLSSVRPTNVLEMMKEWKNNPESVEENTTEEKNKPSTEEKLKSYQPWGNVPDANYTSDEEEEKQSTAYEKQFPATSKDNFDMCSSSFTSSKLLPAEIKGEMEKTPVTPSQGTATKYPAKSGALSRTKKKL
# The depositor's hits bear a star; i = inactive; . = not tested or not shown.
# Values run as follows: OX1R antag	KCNQ2 block	STK33 kinase inh
- Cc1ccc(N2CC(C)Cn3c2nc2c3c(=O)n(CC(=O)OCc3ccccc3)c(=O)n2C)cc1C (stereo not given)
 : 3	i	-0.5
- COC(=O)c1ccc(NC(=O)Cc2ccccc2)cc1
 : 12	i	-1.3
- COc1ccc(NC(=O)CCN2CCCCCC2)cc1
 : 17	i	1.7
- COc1ccc(Cn2nnnc2C(c2ccccc2Cl)N2CCC(C(N)=O)CC2)cc1 (stereo not given)
 : 10	i	-0.2
- Cc1c(C)c2ccc(OCC(=O)N3CCC[C@@H]3C(=O)O)c(C)c2oc1=O
 : 12	i	-0.2
- Cc1cc(C(=O)NCCCOC(C)C)c2ccccc2n1
 : 2	i	-1.7
- COc1ccc(CCNC(=O)[C@H](C)NC(=O)[C@@H]2CSC3c4ccccc4C(=O)N32)cc1 (stereo not given in full)
 : -1	i	1.2
- COc1ccc(C(=O)C2CCCN(Cc3ccc4nonc4c3)C2)c(OC)c1 (stereo not given)
 : 6	i	-0.8
- CCOc1ccc(C(=O)OC2CCN(C)CC2)cc1
 : 19	.	-2.5
- CCCCN=Cc1c(C)[nH]n(-c2ccccc2)c1=S
 : 23	i	-1.0

# Given with values ahead of the structure: entries from further up
OX1R antag | KCNQ2 block | STK33 kinase inh | smiles
12 | i | -1.3 | COC(=O)c1ccc(NC(=O)Cc2ccccc2)cc1
17 | i | 1.7 | COc1ccc(NC(=O)CCN2CCCCCC2)cc1
10 | i | -0.2 | COc1ccc(Cn2nnnc2C(c2ccccc2Cl)N2CCC(C(N)=O)CC2)cc1 (stereo not given)
12 | i | -0.2 | Cc1c(C)c2ccc(OCC(=O)N3CCC[C@@H]3C(=O)O)c(C)c2oc1=O
2 | i | -1.7 | Cc1cc(C(=O)NCCCOC(C)C)c2ccccc2n1

# Next section.
# Values run as follows: OX1R antag	KCNQ2 block	STK33 kinase inh
- O=C(c1ccc2nc[nH]c2c1)N1CCc2ccccc2C1
 : 17	i	-1.6
- Cc1cc(=O)[nH]c2ccc(S(=O)(=O)Nc3ccc(O)cc3)cc12
 : 2	i	3.8
- CCOc1ccc(N2CC(C(=O)Nc3ccc(F)cc3F)CC2=O)cc1 (stereo not given)
 : 7	i	-0.4
- COc1cccc(OCc2cc(C(=O)N3CCN(c4ccccc4OC)CC3)no2)c1
 : 18	i	3.3
- COc1cc(OC)c(OC)cc1/C=N/Nc1ncnc2c1[nH]c1ccccc12
 : 24	i	-1.3
- CCCCNc1cc(=O)oc2ccccc12
 : 9	i	0.5
- Cc1csc(=O)n1CC(=O)OCc1nnc(-c2ccc(Cl)cc2)o1
 : 17	i	0.5
- CCOC(=O)N1CCC(NC(=O)c2oc3c(F)cccc3c2C)CC1
 : 23	i	0.0
- O=C(NCc1ccco1)C12CN(Cc3ccccc3)CC1C(c1ccc([N+](=O)[O-])cc1)=NO2 (stereo not given)
 : 37	i	-0.4
- Cc1ccc(C(=O)N/C(=C/c2cccs2)C(=O)NCc2ccco2)cc1
 : 3	i	0.7
- CCOC(=O)c1ccccc1NC(=O)c1ccccc1NS(C)(=O)=O
 : 8	i	-0.4
- Cc1cccc2cc(CN(Cc3ccco3)C(=O)c3ccco3)c(=O)[nH]c12
 : 13	i	-0.4
- CC(=O)N1CCN(S(=O)(=O)c2cccc(C(=O)NNC(=O)Cn3nc(C)cc3C)c2)CC1
 : -5	.	0.1
- CCC(=O)c1ccc(OCC(=O)OCC(=O)N(CCC#N)c2ccc3c(c2)OCCO3)cc1
 : 2	.	0.3
- O=C(c1ccc2c(c1)OCO2)N1CCC2(CC1)Oc1ccc(Cl)cc1C(=O)C21CC(c2ccccc2)=NO1 (stereo not given)
 : 25	i	-1.0
- CSc1ccc(S(=O)(=O)Nc2ccc(NC(C)=O)cc2)cc1
 : 9	i	-1.4
- Cc1ccc(NC(=O)CCC(=O)N/N=C/c2cccs2)cc1C
 : -2	i	-1.7
- CCCC(=O)Nc1ccc(N2CCN(C(=O)c3cc4ccccc4o3)CC2)cc1
 : 15	i	-0.8
- O=C(NC(=O)c1ccccc1Cl)Nc1ccc(-c2cnco2)cc1
 : 1	i	-1.2
- CC(C)C(=O)NC(=O)COC(=O)/C=C/c1cccs1
 : 6	i	1.7
- COc1cccc(C(=O)NCC(=O)NCc2cc(=O)n(C)c(=O)n2C)c1
 : -1	i	-0.4
- O=C(CSc1ccc(Cl)cc1)Nc1cccc(-c2nnc(-c3ccco3)o2)c1
 : 10	i	-1.9
- CNC(=O)c1ccsc1NC(=O)CN1C(=O)CCC1=O
 : 2	i	-0.3
- CCOC(=O)Cc1nn(C)c(=O)c2ccccc12
 : 17	i	0.7
- CCc1c(O)c(/C(C)=N\O)c(=O)n(-c2ccccc2)c1-c1ccccc1
 : 14	i	-0.2
- O=C(Nc1ccc2c(c1)OCCO2)C1CCN(C(=O)c2ccc([N+](=O)[O-])cc2)CC1
 : 11	i	-1.3
- Oc1ccc(-n2cccc2/C=N/n2cnnc2)cc1
 : 22	i	1.1
- O=C(O)c1cccc(Nc2nc3ccccc3nc2NS(=O)(=O)c2cccs2)c1
 : 7	i	-0.1
- CC(=O)N[C@H]1[C@H](Oc2ccc3c(c2)CCC2C3CC[C@]3(C)C(=O)CCC23)O[C@H](CO)[C@@H](O)[C@@H]1O (stereo not given in full)
 : -1	i	-5.2
- C[C@H]1COC(=O)[C@H](Cc2ccc(F)cc2)CC/C=C/C[C@@H](CC(=O)N[C@@H](CO)Cc2ccccc2)C(=O)N1
 : 8	.	-1.4
- COc1ccc(CCNC(=O)CNC(=O)Cn2ccc3ccccc3c2=O)cc1OC
 : 7	i	-0.9
- Cc1cccc(/C=C(\C(=O)C(=O)O)c2ccc3ccccc3n2)c1
 : 10	i	-0.8
- COc1cc(C(=O)NCCc2ccccc2)ccc1OCC(=O)N1CCOCC1
 : 8	.	-0.5
- CCCn1c(=O)c2ccccc2n2c(SCc3nc4ccccc4s3)nnc12
 : 6	i	-1.4
- COc1cccc(N=Cc2c[nH][nH]c2=O)c1
 : 12	i	1.5
- CCCOc1ccc(-c2nnn(CC(=O)Nc3cccc(C(=O)OC)c3)n2)cc1
 : 6	i	-1.9
- COc1ccccc1CNC(=O)C1CCN(C(=O)[C@@H]2Cc3ccccc3CN2)CC1
 : 11	i	1.4
- CC(C)Cc1ccc(CN2CCC(n3nccc3NC(=O)C3CCCC3)CC2)cc1
 : 16	i	1.0
- Cc1ccc(NC(=O)CN(C)CC(=O)Nc2sc3c(c2C(N)=O)CCC3)cc1
 : 23	i	-1.0
- CCc1cc2c(=O)n(-c3ccc(Br)cc3)cnc2s1
 : 34	i	-0.7
- CCOc1ccc(CNC(=O)CCC(=O)N2CCSc3ccccc32)cc1
 : 4	i	-1.0
- O=C(CN1CCN(S(=O)(=O)/C=C/c2ccccc2)CC1)NCC(F)(F)F
 : 11	i	-0.4
- Cc1cccc(C(=O)N2CCN(S(=O)(=O)N3CCCCCC3)CC2)c1
 : 6	i	-1.7
- O=C(CCC(=O)OCC(=O)c1ccccc1)NC1CCCCC1
 : 8	i	0.1
- Cc1ccc(-c2nc(-c3ccccc3)no2)c(Cl)c1
 : 1	i	1.6
- COc1ccccc1Nc1nc(N)nc(CSC(=S)N2CCC(C)CC2)n1
 : 37	i	-0.7
- O=C(O)c1ccc2cc(-c3ccccc3)[nH]c2c1
 : 3	i	0.3
- Cc1cc(=O)[nH]c(SCC(=O)N2CCN(S(=O)(=O)c3ccccc3)C2)n1
 : 14	i	0.2
- COc1ccc(/C=C2/C(=O)N(c3ccccc3)N=C2C)cc1Br
 : 6	i	0.5
- O=C(c1ccc(F)cc1)N1CCN(c2ccc([N+](=O)[O-])cc2-n2cccc2)CC1
 : 6	i	-0.7

# (cont.)
# Values run as follows: OX1R antag	KCNQ2 block	STK33 kinase inh
- CCN(CC)CCN1C(=O)C2C(C(=O)Nc3ccc(C(C)C)cc3)C3C=CC2(O3)C1C(=O)NC1CCCCC1 (stereo not given)
 : 12	i	-0.9
- O=C1C=C(c2ccoc2)N2CCC[C@H]2C1
 : 9	.	0.1
- Cc1cccc(NCc2nc(SCC(=O)Nc3ccccc3Br)n[nH]2)c1
 : 20	i	-1.7
- CC1Sc2ccc(S(=O)(=O)CCC(=O)Nc3ccc(C(C)C)cc3)cc2NC1=O (stereo not given)
 : 13	i	-1.6
- COc1ccccc1NC(=O)c1ccc2nsnc2c1
 : 23	i	-0.6
- O=C(/C=C\c1ccccc1)NCC(=O)N/N=C/c1ccc(O)cc1O
 : 9	i	-2.1
- Cc1ccc(COn2c(-c3ccc(Cl)cc3Cl)nc3ncccc32)cc1
 : 29	i	0.3
- C=CCOC(=O)c1sc(NC(=O)c2ccco2)nc1C
 : 16	.	3.1
- OC(c1ccc2c(c1)OCO2)c1nccc2ccccc12 (stereo not given)
 : 17	i	-0.3
- CCc1ccc(N2C(=O)C3ON(c4ccccc4)C(c4ccco4)C3C2=O)cc1 (stereo not given)
 : 13	i	-1.9
- Cc1cccc(OCCCC(=O)Nc2ccc(Cl)c(S(=O)(=O)N3CCOCC3)c2)c1
 : 7	.	0.4
- CCSc1nc(-c2ccccc2)nc(C(Cl)Cl)n1
 : 9	i	-0.3
- Cc1nc2c(C(=O)N3CCN(C)CC3)cnn2c(C)c1Cc1ccc(Cl)cc1
 : 5	i	0.2
- COc1cc(OC)cc(C(=O)Nc2ccn(C)n2)c1
 : -3	.	-0.9
- O=C(CCC1COc2ccccc2O1)N1CCCC1 (stereo not given)
 : 8	i	-1.1
- O=C(CSc1ccc(F)cc1)Nc1nnc(-c2ccco2)o1
 : 19	i	-0.7
- O=C(Nc1ccc(S(=O)(=O)Nc2nccs2)cc1)c1nn(-c2ccc(F)cc2)ccc1=O
 : 1	i	1.4
- Cc1ccc(C)c(NC(=O)c2cc[n+](C)cc2)c1
 : 9	i	0.0
- COc1ccccc1N(CC(=O)NCCC1=CCCCC1)S(=O)(=O)c1ccccc1
 : 85*	i	-0.2
- O=C(N/N=C/C=C/c1ccco1)c1cccc([N+](=O)[O-])c1
 : 15	i	1.0
- COc1cc(/C=N/NC(=O)C(=O)NCc2ccco2)cc(Cl)c1O
 : 22	i	-2.5
- CCOc1ccccc1NC(=O)c1ccc2nccnc2c1
 : 22	i	0.1
- N#Cc1ncn(-c2ccc(Oc3ccccc3)cc2)c1N
 : 23	i	-0.9
- O=c1[nH]c2cccc(Cl)c2n(CCNc2ncc(C(F)(F)F)cc2Cl)c1=O
 : 3	i	-3.3
- COC(=O)Cn1cnc2ccccc2c1=O
 : 16	i	-0.4
- O=C1c2cccc(O)c2C(=O)c2c(O)cc(CO)cc21
 : 48*	i	1.1
- COc1ccc(NC2CS(=O)(=O)CC2NCc2ccco2)cc1 (stereo not given)
 : 8	i	-1.4
- Cc1cccc(N2CCN(C(=S)Nc3ccc4nc(N5CCN(C)CC5)cc(C)c4c3)CC2C)c1 (stereo not given)
 : 2	i	-0.6
- COc1ccc(-c2nc(C(N)=O)c3[nH]c(=O)n(-c4ccccc4OC)c3n2)c(OC)c1
 : 3	i	0.8
- Cc1ccc2c(c1)N(CCC(=O)NC(C)C)C(=O)CO2
 : 16	i	-0.2
- Cc1nc2ccccc2n1CCOc1ccc([N+](=O)[O-])cc1
 : 41	i	1.4
- COc1ccc(N(CC(=O)Nc2cccc(N(C)S(C)(=O)=O)c2)S(=O)(=O)c2ccccc2)cc1Cl
 : 68	i	0.7
- COc1ccc(OCC(=O)NNC(=O)C(=O)N2CCCC2)cc1
 : 17	i	-1.0
- Cc1cc(C)n2nc(SC(C)C(=O)Nc3ccccc3F)nc2n1 (stereo not given)
 : 9	.	-0.7
- CC(=O)N1CCN(S(=O)(=O)c2c(F)cc(F)c(Cl)c2F)CC1
 : 16	i	-0.9
- O=C(NCCc1cccc(Cl)c1)c1cc2ccccc2oc1=O
 : -1	i	-1.3
- CCOC(=O)CNC(=O)c1cn(CC)c(=O)c2cc(OC)c(OC)cc12
 : 10	i	-1.6
- COc1cc(OC)c(C(=O)OCC(=O)c2ccc3c(c2)NC(=O)CO3)cc1OC
 : -1	.	1.3
- O=C(COC(=O)c1ccccc1F)NNC(=O)c1ccccc1
 : 12	i	-0.4
- COc1cccc(-c2nc(-c3ccccc3)c(-c3ccccc3)[nH]2)c1OCC(=O)O
 : .	i	-1.7
- CC(C)C1OC2c3cccc4cccc(c34)C2N1c1ccccc1 (stereo not given)
 : 16	-5.7*	-0.1
- c1csc(C2Nc3ccccc3-c3nc4ccccc4n32)c1 (stereo not given)
 : 23	i	1.2
- COc1ccc(S(=O)(=O)N2CCCC(C(=O)N3CCCC3)C2)cc1OC (stereo not given)
 : 10	i	-1.1
- Cc1cccc2cc(CN(Cc3ccco3)C(=O)c3cccs3)c(=O)[nH]c12
 : 39	i	0.7
- COCCn1c(SCC(=O)Nc2cc(C)on2)nnc1-c1ccco1
 : 19	i	-11
- CN(C)c1ccc(/C=C(/C#N)C(=O)NCc2ccccc2)o1
 : 46	i	-1.8
- NC(=O)c1ccc(C(F)(F)F)n(Cc2ccc(Cl)cc2)c1=O
 : 10	i	0.5
- CCOC(=O)C1CCCN(S(=O)(=O)c2ccccc2)C1 (stereo not given)
 : 17	i	-0.7
- COc1ccc(NS(=O)(=O)c2ccc(C(=O)N3CCN(c4ccc(F)cc4)CC3)cc2)cc1
 : 8	.	-1.5
- CCOC(=O)c1c(C)[nH]c(C=Nc2ccc(OC)cc2)c1O
 : 11	i	-0.7

# Later entries.
# Values run as follows: OX1R antag	KCNQ2 block	STK33 kinase inh
- Cc1cccc(-c2nc(CSCC(=O)N3CCN(Cc4ccc5c(c4)OCO5)CC3)c(C)o2)c1
 : 39	i	-0.7
- COc1cc(NC(=O)C2CCN(S(=O)(=O)c3ccc4[nH]c(=O)oc4c3)CC2)cc(OC)c1
 : 14	i	2.2
- COCCSc1nnc(NS(=O)(=O)Cc2ccccc2)s1
 : 6	i	-1.9
- Cc1cccc(N(CC(=O)NCc2ccco2)C(=O)CCC(=O)Nc2nccs2)c1
 : 48	i	4.5
